GLS inhibitor: blocks human kidney-isoform glutaminase activity; GLS enzymatic activity, qHTS titration; Potency, µM (highest dose often 45.5 µM), for inactives: at the highest dose activity change, negative = inhibition, usual class: inhibitors; 410,000 tested, 0.21% active; further: potency means the concentration at half of the fitted maximal effect
Target sequence (O94925 whole entry, looked up, canonical isoform): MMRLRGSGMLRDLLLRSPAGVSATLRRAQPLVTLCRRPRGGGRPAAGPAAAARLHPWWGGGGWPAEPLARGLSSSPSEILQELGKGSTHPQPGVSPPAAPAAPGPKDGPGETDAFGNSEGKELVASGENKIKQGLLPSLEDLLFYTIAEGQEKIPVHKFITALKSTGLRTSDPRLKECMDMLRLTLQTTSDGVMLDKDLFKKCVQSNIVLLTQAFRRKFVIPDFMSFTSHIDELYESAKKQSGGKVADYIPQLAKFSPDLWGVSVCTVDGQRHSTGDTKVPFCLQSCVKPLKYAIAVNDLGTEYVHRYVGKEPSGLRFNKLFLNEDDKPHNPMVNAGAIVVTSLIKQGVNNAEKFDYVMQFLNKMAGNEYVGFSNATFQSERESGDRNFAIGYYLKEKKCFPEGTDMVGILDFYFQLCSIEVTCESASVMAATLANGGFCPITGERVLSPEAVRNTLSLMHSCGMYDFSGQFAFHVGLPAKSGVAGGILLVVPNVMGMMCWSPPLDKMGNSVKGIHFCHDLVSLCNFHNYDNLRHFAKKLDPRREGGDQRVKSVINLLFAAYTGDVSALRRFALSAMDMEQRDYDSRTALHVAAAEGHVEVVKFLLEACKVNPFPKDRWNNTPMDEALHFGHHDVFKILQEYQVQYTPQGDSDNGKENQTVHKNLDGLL
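hKGA in 45 mM KH2PO4 pH 8.2, 0.02% Tween-20 with pin-transferred compounds; 1 mM L-glutamine (stock) plus glutamate oxidase/HRP/Amplex Red coupling added. Fluorescence read initially and after 30 min at RT.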
Tb PGK inh: blocks T. brucei phosphoglycerate kinase; P07378; PGK/GAPDH coupled, Kinase-Glo luminescence, 60 min; Potency, µM (series often up to 57.5 µM), inactives show at the top dose activity change, negative = inhibition, hits mostly inhibitors; 380,000 tested, 0.043% active; further: potency means the concentration at half of the fitted maximal effect; nearly all actives have a fitted effect of over 60% in size
Target sequence (P07378 whole entry, looked up): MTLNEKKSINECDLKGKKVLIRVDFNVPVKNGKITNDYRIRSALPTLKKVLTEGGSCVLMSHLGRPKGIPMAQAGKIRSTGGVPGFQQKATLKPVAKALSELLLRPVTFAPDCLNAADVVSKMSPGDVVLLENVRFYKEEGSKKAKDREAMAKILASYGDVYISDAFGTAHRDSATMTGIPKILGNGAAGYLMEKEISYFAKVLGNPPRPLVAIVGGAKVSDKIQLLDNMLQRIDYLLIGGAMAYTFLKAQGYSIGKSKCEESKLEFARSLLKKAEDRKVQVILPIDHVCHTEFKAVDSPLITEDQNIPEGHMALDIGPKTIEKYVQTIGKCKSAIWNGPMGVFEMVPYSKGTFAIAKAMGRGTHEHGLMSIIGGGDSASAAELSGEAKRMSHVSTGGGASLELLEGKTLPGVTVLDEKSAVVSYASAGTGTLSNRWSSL
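Recombinant glycosomal PGK reaction used 1,3-bisphosphoglycerate generated in-well by GAPDH (100nM final) in 100mM TEA pH 7.6, 5mM MgCl2, 0.01% Tween-20. After 60 minutes at room temperature, ATP was read by Kinase-Glo Plus luminescence end-point.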
PI4K2A block: blocks human PI4K2A kinase activity | Q9BTU6 | purified PI4K2A, ADP-Glo luminescence, 1 h; active compounds read low | activity change, negative = inhibition, % at 76.9 µM | 420,000 tested, 0.13% active | AID 1346378; in the data active means activity change below about -50%;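 further: -100% = wells without enzyme as full effect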
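PI4K2A activity was measured by ADP-Glo luminescence: enzyme (4 ug/mL stock) and phosphatidylinositol (1.2 mM stock) in Tris pH 7.5/MgCl2/EGTA/Triton X-100 buffer were reacted with ATP (300 microM stock) for one hour at ambient temperature.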
* hit, by the source's call; i = inactive; [ ] = remark or other dose. Unless noted, the call rests on the fitted dose curve; in most records, active means well fitted curve in the direction sought with a large enough effect; inconclusive means small, poorly fitted or top-dose-only effect, or another doubt; inactive means no such curve, though single readings can be large; an effect the other way counts as inactive or inconclusive. Unless noted, on the % scale 0 is the no-effect control and ±100 the full control effect.

SMILES	GLS inhibitor	Tb PGK inh	PI4K2A block
COc1ccc(S(=O)(=O)N2CCOCC2)cc1NC(=O)c1c(C)noc1C	-2%	4%	-2
COCC(C)n1c(SCC(=O)NC2CCCCC2)nc2ccccc2c1=O (centres undefined)	-13%	-8%	12
O=C(O)c1c[nH]c2nccnc12	-1%	-3%	-12
COc1cc2c(cc1NC(=O)c1ccccc1-c1ccccc1C(=O)O)-c1ccccc1C2	10%	-1%	-1
C[C@@H]1CN([C@@H](C)CO)C(=O)c2cc(NS(C)(=O)=O)ccc2O[C@@H](C)CCCCO[C@H]1CN(C)C(=O)Nc1ccc2c(c1)OCO2	12%	i	4
CCCCN1C(=O)C(CC(=O)NC(c2ccccc2)c2ccccc2)CC(C(=O)N(CC)CC)=C1C (centres undefined)	-11%	-7%	0
Cc1cc(=O)n2nc(N3CCCC(C(=O)NCCCN4C(C)CCCC4C)C3)sc2n1 (centres undefined)	-2%	-1%	-1
CN(C)Cc1c[nH]c2nccnc12	-3%	-5%	3
C=Cn1cc(CNC[C@H]2O[C@@H](n3cc(C)c(=O)[nH]c3=O)C[C@@H]2O)c(C)n1	-1%	-2%	7
CCS(=O)(=O)N1CCC2(CC1)OCCN2S(=O)(=O)c1ccccc1	-12%	0%	1

Single values from the list:
C[C@@H]1CN([C@@H](C)CO)C(=O)c2cc(NS(C)(=O)=O)ccc2O[C@@H](C)CCCCO[C@H]1CN(C)C(=O)Nc1ccc2c(c1)OCO2 – PI4K2A block: 4
CN(C)Cc1c[nH]c2nccnc12 – Tb PGK inh: -5%

Additional entries:
SMILES	GLS inhibitor	Tb PGK inh	PI4K2A block
COc1cccc(N2CCN(C(=O)c3cccc(NC(=O)C4=C(C)OCCS4)c3)CC2)c1	13%	-10%	-5
O=C(CN1C(=O)NC2(CCc3ccccc32)C1=O)Nc1ccc(Cl)cc1F (centres undefined)	3%	i	-3
C[C@H](O)[C@@H]1CN2CCc3c([nH]c4ccccc34)[C@@H]2C[C@@H]1N(C)C(=O)NC1CCCCC1	-18%	-3%	2
CC(C)Oc1ccc(C(=O)N2CCC(CCC(=O)NC3CC3)CC2)cc1	-2%	-1%	-1
Cc1ccc(S(=O)(=O)N2C[C@]3(O)C[C@@H]4C(=O)N(c5ccccc5)C(=O)[C@@H]4C[C@]3(OC(=O)NCc3ccccc3)C2)cc1	-10%	-1%	5
Cc1noc(C)c1C(=O)OC(C)C(=O)c1ccc(C(C)(C)C)cc1 (centres undefined)	0%	3%	-4
COc1ccc(C(=O)N/C(=C\c2ccc(-c3cccc([N+](=O)[O-])c3)o2)C(=O)NCCCN2CCOCC2)cc1	1%	i	-2
Cc1ccc(OC(=O)N(C)C[C@@H]2OCc3cn(nn3)CCCC(=O)N([C@@H](C)CO)C[C@H]2C)cc1	-1%	-11%	-4
C[C@@H]1CN([C@@H](C)CO)C(=O)CCCn2nncc2CO[C@@H]1CN(C)C(=O)Nc1ccccc1F	0%	8%	1
Cc1ccc(S(=O)(=O)N2C[C@H]3n4c(=O)ccc(=O)n4C[C@H](OC(=O)NCc4ccccc4F)[C@@]3(O)C2)cc1	-3%	2%	-9
O[C@H]1C[C@H](c2ccccc2)N(Cc2cccs2)C[C@@H]1n1cc(-c2ccc(F)cc2)nn1	-9%	i	1
C[C@@H]1CCCCO[C@H](CN(C)C(=O)Nc2cccc3ccccc23)[C@@H](C)CN([C@H](C)CO)C(=O)c2cc(NC(=O)c3ccccc3)ccc2O1	1%	2%	-2
C[C@H]1CCCCO[C@@H](CN(C)S(=O)(=O)c2ccc(F)cc2)[C@@H](C)CN([C@@H](C)CO)C(=O)c2cc(NC(=O)Nc3ccc4c(c3)OCO4)ccc2O1	12%	-5%	-4
O=C1CCC(C(=O)N(CCO)Cc2ccccc2)CN1CCc1cccc(F)c1 (centres undefined)	0%	0%	-7
COCCn1c(=S)[nH]c2cc(C(=O)NCc3ccc(F)cc3)ccc2c1=O	2%	-2%	-2
CCCn1c(SCC(=O)Nc2ccc(S(=O)(=O)N3CCOCC3)cc2)n[nH]c1=O	1%	i	1
Cc1ccc(S(=O)(=O)N2C[C@H]3C(=O)C[C@@H](c4ccc(Cl)cc4)N(S(=O)(=O)c4ccccc4C)[C@H]3C[C@H]2c2cccc(Cl)c2)cc1	2%	-4%	-3
O=C(COC(=O)c1ccc(F)cc1F)Nc1ccc2c(c1)OCO2	0%	0%	5
C[C@@H]1CN([C@H](C)CO)C(=O)c2c(c3ccccc3n2C)-c2ccccc2CO[C@H]1CN(C)S(=O)(=O)c1cn(C)cn1	1%	-8%	-5
Cc1cc(NS(=O)(=O)c2ccc(NC(=O)c3ccc(Cl)nc3)cc2)nc(C)n1	-1%	-6%	3
CC(C)(C)c1ccc(-n2ncc3c2CCCC3NC(=O)c2ccco2)cc1 (centres undefined)	-1%	-8%	-1
C#CCN(C[C@@H]1[C@@H](OC(=O)NCc2ccco2)[C@@H](OC(=O)NCc2ccco2)Cn2c(=O)n(CCCCCC)c(=O)n21)S(=O)(=O)c1ccc(C)cc1	2%	-5%	-4
CC1CCC(NC(=O)c2cccc(S(=O)(=O)N3CCOCC3)c2)CC1 (centres undefined)	1%	-1%	0
O=C(CC(NC(=O)OCc1ccccc1)c1nn[nH]n1)OCc1ccccc1 (centres undefined)	1%	-7%	-5
O=C(Nc1cccc(Cl)c1Cl)c1ccco1	3%	-6%	0
COc1ccc(S(=O)(=O)N(C)[C@H]2C[C@H]3c4cc(-c5ccccc5)ccc4CCN3C(=O)[C@H]2[C@H](C)O)cc1	-8%	0%	1
O=C(CCNC(=O)C1CCN(S(=O)(=O)c2ccccc2)CC1)NCc1cccnc1	-1%	2%	3
CC1=C(C(=O)N(C)C)CC(CC(=O)NC2CCCC2)C(=O)N1Cc1ccc(F)cc1 (centres undefined)	0%	-9%	-8
CC1(C)COC(Cc2ccccc2)=N1	-7%	-4%	8
CC1(C)CN(C2CCCCC2)C(=O)[C@H]1CC(=O)Nc1ccccc1	-5%	-7%	0
Nc1nonc1-n1nnc(C(=O)N/N=C/c2ccco2)c1CSc1ccc(Cl)cc1	-2%	0%	3
COCCNC(=O)C(=O)NCC1CCCN1S(=O)(=O)c1cccs1 (centres undefined)	1%	-4%	1
C[C@H]1CCCCO[C@@H](CN(C)S(=O)(=O)c2ccc(Cl)cc2)[C@@H](C)CN([C@@H](C)CO)C(=O)c2cc(NS(=O)(=O)c3ccccc3)ccc2O1	-9%	-5%	0
COc1ncnc2c1ncn2CCCNCC(c1ccccc1)c1ccccc1	-13%	-10%	4
COc1ccc(NC(=O)c2ccc(NC(=O)CN3CCN(c4ccccc4OC)CC3)cc2)cc1	-9%	-4%	-4
C[C@@H]1CCCCO[C@@H](CN(C)C(=O)c2ccccc2)[C@@H](C)CN([C@H](C)CO)C(=O)c2cc(N(C)C)ccc2O1	34%[activator]	-4%	-1
Cc1ccccc1NC(=O)Cc1nc(COC(=O)C(C)(C)Oc2ccc(Cl)cc2)cs1	0%	-3%	-1
CN(CC(=O)Nc1cccc(F)c1)C(=O)Cc1ccsc1	12%	10%	-3
COc1ccccc1N1CCN(C(=O)c2cc(-c3ccccc3)nc3c2cnn3C(C)C)CC1	-5%	-4%	4
COc1ccc(S(=O)(=O)N(C)C[C@H]2OCc3cnnn3CCCC(=O)N([C@H](C)CO)C[C@@H]2C)cc1	-1%	-9%	-1

Not a retest: entries from further up.
SMILES	GLS inhibitor	Tb PGK inh	PI4K2A block
Cc1ccccc1NC(=O)Cc1nc(COC(=O)C(C)(C)Oc2ccc(Cl)cc2)cs1	0%	-3%	-1
CN(CC(=O)Nc1cccc(F)c1)C(=O)Cc1ccsc1	12%	10%	-3
COc1ccccc1N1CCN(C(=O)c2cc(-c3ccccc3)nc3c2cnn3C(C)C)CC1	-5%	-4%	4
COc1ccc(S(=O)(=O)N(C)C[C@H]2OCc3cnnn3CCCC(=O)N([C@H](C)CO)C[C@@H]2C)cc1	-1%	-9%	-1

(further entries)
SMILES	GLS inhibitor	Tb PGK inh	PI4K2A block
C[C@@H]1CN([C@@H](C)CO)C(=O)CCCn2nncc2CO[C@@H]1CN(C)C(=O)Nc1ccc(N2CCN(C)CC2)cc1	-9%	-3%	-4
CCCc1c(C(=O)N/N=C/c2ccc(-c3ccccc3)cc2)nnn1-c1nonc1N	0%	-7%	-2
COC(=O)c1ccc(CNC(=O)CN2C(=O)NC(Cc3ccccc3)(c3ccccc3)C2=O)cc1 (centres undefined)	2%	i	-2
C[C@H](CO)N1C[C@H](C)[C@@H](CN(C)Cc2ccc3c(c2)OCO3)Oc2cc(Br)ccc2S1(=O)=O	5%	9%	8
O=C(CSc1nnc(COc2ccc(Cl)cc2)o1)N(c1ccccc1)C1CCS(=O)(=O)C1 (centres undefined)	-1%	-2%	3
CCCN1CCN(C(=O)c2ccc3[nH]c(C)c(C)c3c2)CC1	11%	-1%	1
COCCCN1C(=O)C(CC(=O)NCc2ccco2)CC(C(=O)N(C)C)=C1C (centres undefined)	5%	-3%	0
C[C@@H]1CN([C@@H](C)CO)C(=O)CCCn2nncc2CO[C@@H]1CN(C)C(=O)Nc1ccccc1C(F)(F)F	2%	-3%	-6
NS(=O)(=O)c1ccc(NC(=O)CN(C(=O)C(F)(F)F)C2CCCC2)cc1	-3%	i	0
COc1ccc(NC(=O)Nc2ccc3c(c2)C(=O)N([C@H](C)CO)C[C@H](C)[C@@H](CN(C)Cc2ccc(Cl)c(Cl)c2)OCCCC[C@@H](C)O3)cc1	7%	9%	-8
N#Cc1ccc(NC(=S)NC(=O)C2CC2)cc1	-8%	-7%	2
COc1cc2ccnc(C=NO)c2cc1OC	17%	-1%	6
COc1ccc(-c2ccc(CN3C(C(C)C)C(=O)N(Cc4cn(CC5CCCCC5)nn4)CCS3(=O)=O)cc2)cc1 (centres undefined)	0%	4%	1
CCOC(=O)/C=C/C(=O)Nc1ccc(S(=O)(=O)Nc2cc(OC)nc(OC)n2)cc1	-2%	-9%	-3
CCN(CC)C(=O)C1=C(C)N(Cc2ccc(F)cc2)C(=O)C(CC(=O)NCc2cccs2)C1 (centres undefined)	-3%	5%	-1
CCC(C)c1ccc(S(=O)(=O)N2CCN(C(=O)CN3C(=O)NC(C)(C4CC4)C3=O)CC2)cc1 (centres undefined)	1%	-10%	-3
CC1=C(C(=O)N(C)C)CC(CC(=O)NCCN2CCOCC2)C(=O)N1Cc1ccc(F)cc1 (centres undefined)	1%	-15%	-6
NC(=O)CSc1nnc(-c2cccc(S(=O)(=O)N3CCOCC3)c2)o1	-1%	-1%	2
Cc1ccc(NC(=O)CN(C)CC(=O)Nc2ccc3c(c2)OCO3)cc1	2%	i	1
Cc1cccc(NC(=O)CN(C)C(=O)Cc2ccc(-c3ccccc3)cc2)c1C	-1%	0%	-6
C[C@@H]1CCCCO[C@@H](CN(C)C(=O)c2ccncc2)[C@@H](C)CN([C@H](C)CO)C(=O)c2cc(N(C)C)ccc2O1	25%	1%	-3
CC(C)CC1C(=O)N(Cc2cn(CCC3OCCO3)nn2)CCS(=O)(=O)N1Cc1ccc(-c2ccc(F)cc2)cc1 (centres undefined)	1%	i	-4
C[C@@H]1CCCCO[C@H](CN(C)Cc2ccc3c(c2)OCO3)[C@H](C)CN([C@@H](C)CO)C(=O)c2cc(NC(=O)c3ccccc3)ccc2O1	0%	-4%	2
Cc1ccc(OCC(=O)Nc2ccncc2)cc1C	1%	-7%	-5
O=C(CN1C(=O)NC2(CCCCCC2)C1=O)Nc1ccc(OC(F)(F)F)cc1	9%	3%	0
C[C@H](CO)N1C[C@H](C)[C@@H](CN(C)CC2CC2)OCc2cnnn2CCCC1=O	6%	1%	-7
C[C@H](CO)N1C[C@H](C)[C@H](CN(C)S(=O)(=O)c2ccc(C#N)cc2)OCc2cnnn2CCCC1=O	-1%	-1%	3
CCCCCCN1C[C@H](n2cc(C3CC3)nn2)[C@@H](O)C[C@@H]1c1ccc(OC)cc1	-4%	-3%	0
CN(C)c1ccc(Sc2ccc3nc(N)nc(N)c3c2)cc1	25%	6%	0
Cc1ccc(C(=O)N2CCCc3ccccc32)c(Cl)c1	-6%	-8%	6
COC(=O)CC1C(=O)NCCN1C(=O)c1oc2c(C)c(C)ccc2c1C (centres undefined)	1%	-9%	-1
C[C@H](CO)N1C[C@H](C)[C@H](CN(C)C(=O)c2ccccc2)OCc2ccccc2-c2c(n(C)c3ccccc23)C1=O	-4%	-10%	2
Cc1ccc(S(=O)(=O)N2C[C@]3(O)C[C@@H]4C(=O)N(c5ccccc5)C(=O)[C@@H]4C[C@]3(OC(=O)Nc3cccs3)C2)cc1	12%	-4%	0

Reformatted bar-delimited: entries from further up
Structure | GLS inhibitor | Tb PGK inh | PI4K2A block
C[C@H](CO)N1C[C@H](C)[C@@H](CN(C)CC2CC2)OCc2cnnn2CCCC1=O | 6% | 1% | -7
Cc1ccc(C(=O)N2CCCc3ccccc32)c(Cl)c1 | -6% | -8% | 6

High-throughput results from PubChem.

This is a subset; count on the stated rates, not on these rows.
